mcGAS inh: inhibitors of mouse cGAS; Q8C6L5; recombinant cGAS, Kinase-Glo ATP depletion luminescence; inhibition, % at 12.5 µM; 0.15% of 160,000 active;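 note: 0% = negative control wells and 100% = reference inhibitor with no enzyme activity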
NPYLR7 agonist: mosquito NPYLR7 agonism; HEK293T NPYLR7/Galpha15, GCaMP6s calcium fluorescence; activation, % at 10 µM; 0.15% of 270,000 active; AID 1259423; in the data active = activation above about 40%;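 note: 0% = vehicle and 100% = reference agonist at the receptor; some compounds past the cut are filed as inactive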
hcGAS lum: human cGAS inhibition; recombinant h-cGAS, ATP depletion, Kinase-Glo luminescence; inhibition, % at 12.5 µM; 0.081% of 290,000 active; AID 1259398;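 note: 0% = vehicle reaction and 100% = reaction without DNA for no activity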
Target sequence (Q8N884 whole entry, looked up): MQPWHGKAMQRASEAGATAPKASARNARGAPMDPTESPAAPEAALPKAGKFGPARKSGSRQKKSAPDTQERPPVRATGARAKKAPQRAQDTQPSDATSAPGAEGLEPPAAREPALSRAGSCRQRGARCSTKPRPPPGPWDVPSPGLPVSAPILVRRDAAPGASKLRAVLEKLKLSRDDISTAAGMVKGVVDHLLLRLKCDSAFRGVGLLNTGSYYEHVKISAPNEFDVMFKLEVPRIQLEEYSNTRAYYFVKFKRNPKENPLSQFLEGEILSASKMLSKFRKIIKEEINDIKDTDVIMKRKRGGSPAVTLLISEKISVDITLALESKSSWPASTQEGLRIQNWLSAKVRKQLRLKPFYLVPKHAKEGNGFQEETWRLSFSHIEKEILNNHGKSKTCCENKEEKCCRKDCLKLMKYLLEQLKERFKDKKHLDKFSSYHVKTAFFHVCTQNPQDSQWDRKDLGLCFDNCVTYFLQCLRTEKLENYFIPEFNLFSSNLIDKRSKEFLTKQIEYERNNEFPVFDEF
* = called active by the depositor; nt = no result given; & = joins results of further samples. Cut-off read from the data, not from the text of the source, unless noted: active = inhibition above about 40%; inactive = the rest.

Sequence of screens – mcGAS inh, NPYLR7 agonist, hcGAS lum
1. NC(=O)CSc1nnc(-c2ccco2)o1
    -7, 3, 0
2. CC(=O)Nc1cc(NCc2ccccc2Cl)ccc1F
    nt, 0, 1
3. COc1ccc(-c2nc3ccc(C)cn3c2NC(=O)C(Cl)Cl)cc1OC
    0, 6, 2
4. COCCCN(CC(=O)N(CCc1c[nH]c2ccccc12)Cc1ccc(C)cc1)C(=O)Nc1ccc(SC)cc1
    1, nt, 4
5. COc1ccc(/C=c2\sc3nc(-c4ccncc4)nn3c2=O)cc1OC
    4, 24, -6
6. CC(C)(C)NC(=O)CNC(=O)c1nccnc1-c1nc2ccccc2s1
    -8, 2, -4
7. CCCCN(C(=O)COC(=O)C1CC1)c1c(N)n(CCC)c(=O)[nH]c1=O
    nt, 4, -7
8. CC(C)NC(=O)c1cnc(N2CCN(Cc3ccccc3C#N)C2=O)s1
    nt, -4, -4
9. Cc1ccccc1-c1ccc2nc(-c3ccccc3)c(CCC(=O)N3CCC(C(N)=O)CC3)n2c1
    nt, 0, -3
10. O=C(CN1CCCC1c1ccc(O)cc1)N1CCCc2ccccc21 (stereo not given)
    nt, -15, -11
11. C=CCN1N=C(C)Cn2c1nc1c2c(=O)n(CCCC)c(=O)n1C
    -5, 4, -1
12. O=C(NCC1CCCN(Cc2cccs2)C1)c1ccccc1 (stereo not given)
    nt, 3, -8
13. CCOCCn1cnc(-c2ccccc2)c1-c1ncnn1CC
    -17, 21, -7
14. c1csc(-c2nccn2Cc2ccccc2Cn2cccn2)c1
    nt, 4, -3
15. Cc1nc2c(=O)n(CCc3ccccc3)nc(-c3cccs3)c2s1
    -6, 0, 4

Entries of single compounds from above:
Shown for `O=C(CN1CCCC1c1ccc(O)cc1)N1CCCc2ccccc21` (stereo not given) → mcGAS inh = nt; NPYLR7 agonist = -15; hcGAS lum = -11
Shown for `CC(=O)Nc1cc(NCc2ccccc2Cl)ccc1F` → mcGAS inh = nt; NPYLR7 agonist = 0; hcGAS lum = 1

Remaining list, next part
Sequence of screens – mcGAS inh, NPYLR7 agonist, hcGAS lum
16. CN(Cc1cccc(Cl)c1)C(=O)c1ccc(NC(=O)C2CC2)cc1
    -2, -2, -5
17. COc1ccc(OC)c(C2SCCN2C(=O)Nc2cccc(F)c2)c1 (stereo not given)
    -5, 25, -9
18. COCCNc1ccc2ncc(-c3cccc(N)c3)n2n1
    -2, -3, -3
19. S=C(Nc1ccc2cn[nH]c2c1)Nc1ccccc1Cl
    nt, -4, -2
20. O=C(NC1CCN(c2ccccc2C(=O)N2CCN(C3CCCCCC3)CC2)CC1)c1ccc(Cl)cc1Cl
    -5, 32, -3
21. Cc1ccnn2c(-c3ccccc3)c3c(=O)n(C)c(=O)n(C)c3c12
    nt, 13, -6
22. CC(NC(=O)CCCNC(=O)c1ccc(F)cc1F)c1ccco1 (stereo not given)
    nt, -3, 3
23. CSCc1ccc(C(=O)Nc2cc(Cl)ccc2C)cc1
    -4, 7, -4
24. OCC#Cc1csc(-c2nccn2CCc2ccccc2)c1
    -10, 30, 6
25. Cc1ccc(C)c(Cn2c(=O)c3c(nc4n(CC5CCCO5)c(C)c(C)n34)n(C)c2=O)c1 (stereo not given)
    -7, 11, -3
26. Cc1ccc2cc(C)c(NN=Cc3cccnc3)nc2c1
    nt, 6, -8
27. COCc1cc(N2CCN(C/C=C/c3ccccc3)CC2)nc(SCc2cccc(C(=O)NCc3ccco3)c2)n1
    -4, 4, -12
28. CC(C(=O)N(C)Cc1ncc[nH]1)n1cnc2ccccc21 (stereo not given)
    nt, -1, -8
29. CCCCNc1cc(C)nc2c(-c3ccc(C)cc3)cnn12
    -1, -1, 4
30. Cc1ccc(-c2csc3nc(CSc4nnc5n4CCCCC5)[nH]c(=O)c23)s1
    nt, 2, -4

Random excerpt: two entries already listed
Sequence of screens – mcGAS inh, NPYLR7 agonist, hcGAS lum
19. S=C(Nc1ccc2cn[nH]c2c1)Nc1ccccc1Cl
    nt, -4, -2
16. CN(Cc1cccc(Cl)c1)C(=O)c1ccc(NC(=O)C2CC2)cc1
    -2, -2, -5

Next part
Sequence of screens – mcGAS inh, NPYLR7 agonist, hcGAS lum
31. COc1ccccc1N1CCN(CCCS(=O)(=O)O)CC1
    nt, 6, -5
32. O=C(CNCc1ccc(Cl)cc1)N1CCc2ccccc2C1
    nt, -7, -8
33. Cc1cnc(N[C@H]2COC[C@@H]2N2CCCCC2)nc1N(C)C
    -9, 19, -6
34. Cc1cccc(CO[C@]2(C(=O)NCC3CC3)CC(OCc3ccccc3F)[C@@H]3OC(C)(C)O[C@@H]3C2)c1 (stereo not given in full)
    -6, 25, -1
35. CCn1c(C2CCN(C(=O)COCC(F)(F)C(F)F)CC2)n[nH]c1=O
    nt, -4, -2
36. Cc1nn(C)cc1CN1CCC2(CCC(=O)N(C3CCC(O)CC3)C2)CC1 (stereo not given)
    -6, nt, -10
37. Cc1ccccc1C1c2ccsc2CCN1C(=O)CN(CC1CCCO1)S(=O)(=O)c1cccc2cccnc12 (stereo not given)
    -4, -5, -6
38. Cn1cnnc1SCc1cn2cc(Cl)ccc2n1
    nt, 3, -14
39. CCN1CCN(C(=O)c2ccc(CSc3nnc(-c4ccc(C)cc4)n3-c3cccc(C)c3)cc2)CC1
    -4, 14, -16
40. COC(=O)c1ccc(-c2noc(CN(C)Cc3ccsc3)n2)cc1
    -8, 0, -3
41. COCCNC(=O)c1cccc(OC2CCN(Cc3cn(C)c4ccccc34)CC2)c1
    -7, -3, -2
42. COCCNC(=O)c1ccc(OC2CCN(CC3=CC[C@H]4C[C@@H]3C4(C)C)CC2)c(Cl)c1
    -10, 6, -10
43. CCCc1nnc2n1Nc1nc3ccccc3nc1S2
    nt, 0, -7
44. Cc1ncccc1C(=O)Nc1ccccc1-n1ccc(C(N)=O)n1
    nt, -1, -8
45. COc1cc(C2c3cccn3CCCN2Cc2ccc3c(c2)OCCO3)cc(OC)c1OC (stereo not given)
    -2, 13, -8
46. CCOC(C)c1nc(CN(C)Cc2ccc(C#N)cc2)cs1 (stereo not given)
    nt, 1, -11
47. O=C(Cn1c(=O)[nH]c(=O)c2ccccc21)NCCCCOc1ccccc1
    nt, -2, -3
48. COc1ccc(CN(C)C(=O)C2CN(C(C)=O)c3ccccc3O2)c(OC)c1 (stereo not given)
    nt, 3, -11
49. Cc1csc(SCC(=O)Nc2nnc(-c3ccccc3)o2)n1
    nt, 7, 1
50. O=C(NCC1CCCO1)c1ccc(Nc2c(Oc3ccc4c(c3)CCC4)cnn(-c3cccc(Cl)c3)c2=O)cc1 (stereo not given)
    -4, nt, -3
51. O=C(c1ccc(F)cc1)N(CCN1CCOCC1)Cc1nccn1Cc1ccccc1F
    -4, 4, -1
52. CSCCC(=O)NCCN1C(=O)SC(=Cc2ccc(OC(F)F)cc2)C1=O
    -7, -1, -6
53. Nc1nc(SCc2nc3ccccn3c2Br)n[nH]1
    nt, 3, -3
54. CC(C)c1ncc(C(O)(c2ccccc2)c2ccccc2)n1C
    nt, -19, -7
55. O=C(c1ccccc1OC(F)F)N1CCN(S(=O)(=O)c2ccc3c(c2)OCCO3)CC1
    nt, 2, -10
56. Cc1cccc(S(=O)(=O)Nc2ccc(Nc3ccc(-n4nc(C)c(C)c4C)nn3)cc2)c1
    -1, -6, -1
57. COc1cccc(C(CN2CCN(C(=O)c3ccc(Cl)c(Cl)c3)CC2)OCc2ccc(C#N)cc2)c1 (stereo not given)
    -4, nt, -4
58. Cc1cc(=O)[nH]cc1NC(=O)CSc1ccc2ccccc2c1
    -15, 2, -8
59. CC1CN(C(C)CNc2ncnc3ccsc23)CC(C)O1 (stereo not given)
    nt, 14, -4
60. O=C(Cn1nnnc1CN1CCCCCC1)NC[C@H]1C[C@H]2C=C[C@H]1C21CC1
    -11, -3, -9
61. COc1cc([N+](=O)[O-])ccc1NC(=O)COC(=O)c1c(C)oc(C)c1C
    nt, 3, -6
62. Cc1cccc(C)c1Cn1c(C)c(C(=O)NCc2ccccn2)sc1=O
    nt, 10, -5
63. Cc1ccsc1/C=N\NC(=O)CSc1nc2ccccc2n1Cc1ccccc1
    -6, -2, -2
64. O=C(C1CCCO1)N1CCN(c2nccc(CCC(F)(F)F)n2)CC1 (stereo not given)
    nt, -4, -5
65. Cc1cc(OCC2CN(C(=O)c3ccc4snnc4c3)CCO2)ccc1Cl (stereo not given)
    -8, 26, -4
66. CC1C(=O)N(Cc2cccc3cccnc23)C(=O)N1c1ccccc1 (stereo not given)
    nt, 1, -2
67. CC1COc2c(F)c(F)cc3c(=O)c(C(=O)O)cn1c23 (stereo not given)
    nt, -7, -2
68. COc1cccc(NC(=O)N(Cc2ccc(OS(=O)(=O)c3ccc(F)cc3)cc2)C(C)C)c1
    -5, 25, -6
69. Cc1nccnc1N1CCCCC1
    nt, -7, -2
70. COc1cc2c(cc1CN1CCOC(CN)C1)OCCCO2 (stereo not given)
    nt, 5, -4
71. COc1ccc(-c2ccc(=O)n(Cc3ccccc3C)n2)cc1
    nt, 5, -8
72. CCn1c(=NC(=O)CCS(=O)(=O)c2ccc(F)cc2)sc2ccccc21
    -7, 1, -6
73. CC(NC(=O)NCCN1CCCCC1C)c1nc2c(s1)CCCC2 (stereo not given)
    nt, 1, -8
74. O=C(CCCn1nc(-c2ccco2)ccc1=O)NC1CCCCCC1
    -7, 2, -7
75. COc1ccccc1C(CC(=O)NCc1cccnc1)c1c[nH]c2ccccc12 (stereo not given)
    -5, -2, -5
76. CC(Sc1nnc(C(F)(F)F)n1C)C(=O)Nc1ccc2c(c1)OCO2 (stereo not given)
    -2, 1, -6
77. CCNc1cc(NCCNC(=O)c2cccs2)nc(C)n1
    nt, 5, 4
78. Cc1ccccc1C1(O)CCN(C(=O)c2cnn3ccn(C)c23)C1 (stereo not given)
    -20, 6, -4
79. Cc1ccccc1C(=O)NCCC(=O)N1CCCCC1C (stereo not given)
    -1, -3, -4
80. CCCn1c(=O)c2c(nc3n(C)c(C)c(C)n23)n(C)c1=O
    nt, 2, 1
81. Cc1ccc(C(=O)NNC(=O)c2nn(-c3ccccc3)c3c2CCC3)c(C)c1
    nt, 2, 1
82. CC1(C)CC(=O)C(C(c2ccc(F)cc2)C2C(=O)CC(C)(C)CC2=O)C(=O)C1
    -7, 4, -7
83. Cc1cc(CNC(=O)C2CCCN(c3nc(-c4ccccc4)nc4c3CCC4)C2)on1 (stereo not given)
    nt, -1, -8
84. CCOC(=O)CNc1ccccc1C(=O)N1CCCCCCC1
    nt, 19, -11
85. O=C(NN=Cc1c(O)ccc2ccccc12)c1n[nH]c2c1CCC2
    -9, 17, -13
86. COc1ccccc1CN(Cc1cccnc1)C(=O)c1csc(C)n1
    -2, nt, 0
87. COc1ccc(OCCN2CCC(C(=O)NC(C)c3cccc4ccccc34)CC2)cc1 (stereo not given)
    -2, 10, -4
88. Cc1nc2c(c(=O)[nH]1)CCN(C(=O)c1ccc(CN3CCC(C)CC3)o1)C2
    nt, -1, 5
89. COC(=O)C1=C(C)N(Cc2ccccc2)C(=O)NC1c1cc(OC)c2c(c1)OCO2 (stereo not given)
    nt, 1, 1
90. CCC(C(=O)N(C)Cc1sccc1C)n1cccn1 (stereo not given)
    nt, 8, -8

(list continues)
Sequence of screens – mcGAS inh, NPYLR7 agonist, hcGAS lum
91. Cc1ccccc1-n1c(SCc2cc(F)ccc2F)nnc1-c1ccccc1F
    -2, nt, 0
92. CCOC(=O)C1(CCCc2ccccc2)CCN(C(=O)CC2CCS(=O)(=O)C2)CC1 (stereo not given)
    nt, 4, -5&-6
93. Cn1ncc(N2CCC(C(=O)N3CCCCCC3)CC2)cc1=O
    -5, nt, -7
94. Cc1nc2cc(C(F)(F)F)ccc2n1C1CCN(C(=O)CCc2cccs2)CC1
    -8, -2, -6
95. COc1cc(OC)cc(-c2onc(C)c2C(=O)NCCC#N)c1
    -9, 19, -5
96. C=CCn1ccnc1-c1cc(Cl)c(OC)c(OC)c1
    nt, 25, -3
97. CCc1nc2ccc(C(=O)N3CCN(S(=O)(=O)CC)CC3)cn2c1N(C)C(=O)C1CCCCC1
    -3, -4, -8
98. O=C(CSc1ncnc2c1nnn2Cc1ccc(F)cc1)OCc1ccccc1
    3, 16, -7
99. CN(C(=O)C1CC1)C(Cc1ccc(F)cc1F)C1CCN(C(=O)/C=C/c2cccs2)CC1 (stereo not given)
    -25, 6, -5
100. CC(C)(C)c1ccc(NC(=O)c2c3c(nn2C2CCS(=O)(=O)C2)CCC3)cc1 (stereo not given)
    nt, 14, -5
101. N#C/C(=C/c1ccc(F)c(F)c1)c1ccno1
    nt, 5, -4
102. Cc1ccccc1Cn1c(=O)c(C(=O)O)nn(-c2cccc(F)c2)c1=O
    nt, 37, 3
103. O=C(Nc1ccc(Br)cc1)c1cccn(OCc2ccccc2)c1=O
    -8, 9, -8
104. CCOC(=O)C1=C(C)OC(=N)C(C#N)C1c1ccccc1[N+](=O)[O-] (stereo not given)
    4, -7, 2
105. Cc1ccc(C)c(CSc2ccc(NC(=O)C3CC3)nn2)c1
    nt, 0, 0
106. COC(=O)c1ccc(COC(CN2CCN(C(=O)c3cccs3)CC2)c2ccc(Cl)cc2)cc1 (stereo not given)
    -5, 3, -5
107. COc1cc(-c2cnnc(NCCCN3CCCC3=O)n2)cc(OC)c1OC
    nt, 19, -6
108. O=S(=O)(NCc1c(F)cccc1F)C1CC1
    nt, 5, 2
109. Cc1cccnc1C(NC(=O)C1CCN(CCCN2CCOCC2)CC1)c1ccc(Cl)cc1 (stereo not given)
    1, -9, -1
110. CC(C)Cc1nc(N2CCN(C(=O)c3ccco3)CC2)c2cnn(-c3ccccc3)c2n1
    -10, nt, -12
111. CC1C(=O)CC(c2ccccc2)N(C)C1c1ccccc1 (stereo not given)
    -8, -2, -5
112. OCCNc1ncnc2ccc(Br)cc12
    -4, 4, -5
113. O=C1CN(Cc2ccco2)C2CS(=O)(=O)CC2N1c1cccc(Cl)c1 (stereo not given)
    nt, 6, -6
114. Cc1cccc(CNC2CCN(Cc3ccccc3)C2)c1 (stereo not given)
    -6, 9, -7
115. FC(F)(F)c1ccc(Oc2nc3ccccc3o2)cc1
    nt, 2, -8

Bioassay records deposited in PubChem by Fisher Drug Discovery Resource Center.
